High-throughput results as filed in PubChem.
U2OS ROS induce: raises reactive oxygen species in U2OS cancer cells; ROS induction (% of piperlongumine), % at 10 µM; 2% of 46,000 active; U2OS ROS induction, H2DCF-DA fluorescence; in the data active means ROS induction above about 79%, passing the limit was not always enough; inconclusive means no clear call, values can overlap the other calls;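 further: 0% = DMSO vehicle median and 100% = reference compound median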
Active calls of the source: *; ? = inconclusive. Only part of the results is shown. The share of hits here may be higher or lower than overall.

SMILES	U2OS ROS induce
COc1ccc(S(=O)(=O)N(C)C[C@@H]2Oc3ccc(N(C)C)cc3CC(=O)N([C@H](C)CO)C[C@@H]2C)cc1	-1.0
O=C(/C=C/c1ccc(O)cc1)NCCc1ccc(O)cc1	7.5
CC(C)NC(=O)N(C)C[C@H]1Oc2c(NS(C)(=O)=O)cccc2C(=O)N([C@H](C)CO)C[C@H]1C	-10.8
COc1ccccc1C(=O)N/C(=C\c1ccccc1)C(=O)N1CCOCC1	-8.4
Cc1cc(Br)ccc1NC(=O)CSc1ncn(-c2ccccc2)n1	-1.1
C[C@H](CO)N1C[C@H](C)[C@H](CN(C)S(=O)(=O)c2ccccc2)Oc2ncc(Br)cc2C1=O	-4.0
C[C@@H]1CN([C@H](C)CO)C(=O)c2cc(NC(=O)c3ccncc3)ccc2O[C@@H]1CN(C)Cc1ccc(C(F)(F)F)cc1	-8.4
CNC(=O)NC(=O)CSc1nnc(-c2ccco2)o1	18.1
COc1ccc(NC(=O)N(C)C[C@@H]2Oc3ccc(NC(=O)Nc4cccc5ccccc45)cc3CC(=O)N([C@H](C)CO)C[C@H]2C)cc1	-12.7
C[C@H](CO)N1C[C@H](C)[C@@H](CN(C)Cc2ccc(-c3ccccc3)cc2)Oc2c(NC(=O)Nc3cccc4ccccc34)cccc2C1=O	17.2
Cc1noc(C)c1NC(=O)N(C)C[C@@H]1Oc2c(NC(=O)CCCCCC(=O)Nc3ccccc3N)cccc2C(=O)N([C@@H](C)CO)C[C@@H]1C	-5.0
Cc1ccc(C)c(NC(=O)C(C)N(c2ccc(Cl)cc2)S(C)(=O)=O)c1 (centres undefined)	-10.2
Cc1ccc2ccc(C(Nc3ccccn3)c3ccc(C(C)C)cc3)c(O)c2n1 (centres undefined)	23.7
C[C@H]1CN([C@@H](C)CO)C(=O)c2cc(NC(=O)Nc3ccc4c(c3)OCO4)ccc2O[C@H]1CN(C)C(=O)Nc1cccc2ccccc12	-3.3
CC1(C)OC2C(CO)OC(n3cnc4c(=O)[nH]cnc43)C2O1 (centres undefined)	33.5
C[C@H]1CN([C@@H](C)CO)C(=O)c2cccc(NC(=O)c3ccncc3)c2O[C@@H]1CN(C)C(=O)NC1CCCCC1	-1.9
CCn1c(C(=O)NCc2ccccc2)cc2oc3ccccc3c21	-10.8
Cn1c(SCC(=O)Nc2cccc(C(=O)O)c2)nnc1-c1ccccc1	4.5
C[C@H]1CN([C@@H](C)CO)C(=O)Cc2cc(NC(=O)Nc3ccc4c(c3)OCO4)ccc2O[C@H]1CN(C)S(=O)(=O)c1ccc(F)cc1	32.5
C[C@H]1CN([C@@H](C)CO)C(=O)CCCn2cc(nn2)CO[C@H]1CN(C)Cc1ccc(-c2ccccc2)cc1	-6.7
Cc1ccc(S(=O)(=O)Nc2cccc3c2O[C@H](CN(C)S(=O)(=O)c2ccc(Cl)cc2)[C@@H](C)CN([C@@H](C)CO)C3=O)cc1	-2.7
O=C(CSc1nnc(-c2ccccc2Cl)n1-c1ccccc1)Nc1ccc([N+](=O)[O-])cc1	9.6
CCC(C)C1NC(=S)N(C2CCCCC2)C1=O (centres undefined)	-10.2
CC1(C)CC(=O)C2=C(C1)Nc1ccc3ccccc3c1C2c1cccnc1 (centres undefined)	28.8
O=C(CS(=O)(=O)c1ccccc1)Nc1ccc2c(c1)OCCO2	-6.9

(continued)
SMILES	U2OS ROS induce
C[C@H]1CN([C@@H](C)CO)C(=O)Cc2cc(NC(=O)Nc3ccc4c(c3)OCO4)ccc2O[C@@H]1CN(C)Cc1ccc(C(F)(F)F)cc1	14.3
CCC(C)n1c(SCc2ccccc2Cl)nc2ccsc2c1=O (centres undefined)	-0.4
C[C@@H]1CN([C@H](C)CO)C(=O)c2cccc(NC(=O)c3nc4ccccc4s3)c2O[C@@H]1CN(C)CC1CCCCC1	15.3
C[C@@H]1CN([C@H](C)CO)C(=O)c2cc(NC(=O)Nc3cccc4ccccc34)ccc2O[C@@H]1CN(C)Cc1ccc(C(F)(F)F)cc1	-3.1
COC(=O)CSc1nnc(-c2cccs2)n1-c1ccc(Cl)cc1	13.7
Cc1cc(S(=O)(=O)NC2CCCCNC2=O)c(C)s1 (centres undefined)	-13.2
N#CCSc1ccc2nnc(-c3ccncc3)n2n1	-3.7
C[C@@H]1CN([C@@H](C)CO)C(=O)c2cc(NC(=O)Nc3ccc(C(F)(F)F)cc3)ccc2O[C@@H]1CN(C)Cc1ccncc1	18.6
Cc1cc(-c2ccc(Cl)cc2)nc(SCC(=O)Nc2ccccc2)n1	6.1
CC(Sc1nc(N2CCOCC2)c2c(c1C#N)CC(C)(C)OC2)C(=O)Nc1ccccc1 (centres undefined)	?
CN(Cc1ccccc1)C(=O)c1ccc2c(c1)OCO2	-11.2
CC(=O)c1ccc(NC(=O)CN(C)S(=O)(=O)c2ccc(C)cc2)cc1	-9.4
CCOC(=O)c1cc(-c2csc(CS(C)(=O)=O)n2)on1	52.5
O=C(O)CCC(NC(=O)c1ccc(Cl)cc1)C(=O)O (centres undefined)	-4.9
C[C@@H]1CCCCO[C@H](CN(C)Cc2ccc(C(F)(F)F)cc2)[C@@H](C)CN([C@H](C)CO)C(=O)c2cc(NC(=O)c3ccccc3)ccc2O1	48.2
CN(C)c1ccc(-n2cccc2/C=N/n2cnnc2)cc1	6.0
Nc1ccc2c3c(cccc13)C(=O)NC2=O	6.9
C[C@H]1CN([C@@H](C)CO)C(=O)Cc2cc(NC(=O)Nc3ccc(C(F)(F)F)cc3)ccc2O[C@@H]1CN(C)Cc1ccc(Cl)c(Cl)c1	-14.2
C[C@H]1CN([C@@H](C)CO)C(=O)Cc2cc(NC(=O)CCCCCC(=O)Nc3ccccc3N)ccc2O[C@@H]1CN(C)S(C)(=O)=O	4.7
CCOC(=O)CN1C(=O)S/C(=C/c2ccc3c(c2)n(C)c(=O)n3C)C1=O	0.4
C[C@@H]1CN([C@H](C)CO)C(=O)c2cccc(NS(=O)(=O)c3ccccc3)c2O[C@@H]1CN(C)Cc1ccc(C(=O)Nc2ccccc2N)cc1	16.9
Cc1ccc(S(=O)(=O)Nc2cccc3c2O[C@@H](CN(C)C(=O)NC(C)C)[C@@H](C)CN([C@@H](C)CO)C3=O)cc1	-10.0
C[C@H](CO)N1C[C@H](C)[C@@H](CN(C)C)Oc2c(NC(=O)c3ccc(-c4nccs4)cc3)cccc2C1=O	3.3
C[C@@H]1CN([C@@H](C)CO)C(=O)c2cccc(NC(=O)Nc3cccc4ccccc34)c2O[C@H]1CN(C)CC1CC1	2.7
COc1ccc(CN(C)C[C@@H]2OCc3cnnn3CCCC(=O)N([C@@H](C)CO)C[C@H]2C)cc1	37.0

Among those listed so far, these have two or more sulfur atoms:
SMILES	U2OS ROS induce
Cc1ccc(S(=O)(=O)Nc2cccc3c2O[C@H](CN(C)S(=O)(=O)c2ccc(Cl)cc2)[C@@H](C)CN([C@@H](C)CO)C3=O)cc1	-2.7
CCC(C)n1c(SCc2ccccc2Cl)nc2ccsc2c1=O (centres undefined)	-0.4
COC(=O)CSc1nnc(-c2cccs2)n1-c1ccc(Cl)cc1	13.7
Cc1cc(S(=O)(=O)NC2CCCCNC2=O)c(C)s1 (centres undefined)	-13.2
CCOC(=O)c1cc(-c2csc(CS(C)(=O)=O)n2)on1	52.5

Other entries follow.
SMILES	U2OS ROS induce
C[C@H]1CN([C@@H](C)CO)C(=O)Cc2cc(NC(=O)Cc3cn(C)c4ccccc34)ccc2O[C@H]1CN(C)C(=O)Nc1cccc2ccccc12	-2.4
Cc1sc2nc(SCC(=O)NCc3ccco3)n(C)c(=O)c2c1C	1.2
O=C(CSc1ncn[nH]1)Nc1ccc2c(c1)OCCO2	-2.2
C[C@@H]1CCCCO[C@@H](CN(C)CC2CC2)[C@@H](C)CN([C@H](C)CO)C(=O)c2cc(NS(=O)(=O)c3ccc(F)cc3)ccc2O1	12.5
Cc1ccc(S(=O)(=O)N(C)C[C@H]2Oc3c(NS(=O)(=O)c4ccc(F)cc4)cccc3C(=O)N([C@H](C)CO)C[C@H]2C)cc1	-1.5
O=C(NCCN1CCOCC1)[C@]1(Cc2ccccc2)N=C(c2ccc(OCCCO)cc2)O[C@@H]1c1ccccc1	8.2
COc1ccccc1-n1c(CSc2nc3cc(C(=O)N4CCCC4)ccc3s2)nc2ccccc2c1=O	9.4
CC(C)NC(=O)Nc1ccc2c(c1)C(=O)N([C@H](C)CO)C[C@H](C)[C@@H](CN(C)C(=O)Nc1ccc3c(c1)OCO3)O2	-14.2
Cc1ccccc1C1NC(c2ccccc2C)C(C)C(=O)C1C (centres undefined)	20.2
CC(C)NC(=O)N(C)C[C@H]1Oc2ccc(NS(=O)(=O)c3cn(C)cn3)cc2C(=O)N([C@H](C)CO)C[C@H]1C	-10.7
C[C@H](CO)N1C[C@H](C)[C@H](CN(C)Cc2ccc3c(c2)OCO3)Oc2c(NC(=O)Nc3cccc4ccccc34)cccc2C1=O	6.5
O=C(c1ccco1)N1CCc2sccc2C1c1ccc(OC(F)(F)F)cc1 (centres undefined)	20.5
COc1c(OC/C=C(\C)CC2C=C(C)C(=O)O2)ccc2ccc(=O)oc12 (centres undefined)	18.3
COc1cc(/C=C2/C(=O)ON=C2c2ccccc2)ccc1O	73.2
Cc1noc(C)c1NC(=O)Nc1ccc2c(c1)CC(=O)N([C@@H](C)CO)C[C@H](C)[C@@H](CN(C)C(=O)NC1CCCCC1)O2	-0.1
CNC[C@H]1Oc2ccc(NC(=O)CCN3CCOCC3)cc2C(=O)N([C@H](C)CO)C[C@@H]1C	-9.2
COc1ccc(C(=O)NC23CC4CC(CC(C4)C2)C3)cc1	6.7
C[C@H]1CN([C@@H](C)CO)C(=O)Cc2cc(NS(=O)(=O)c3ccc(Cl)cc3)ccc2O[C@@H]1CN(C)C(=O)Nc1cccc2ccccc12	18.3
C[C@@H]1CN([C@@H](C)CO)C(=O)Cc2cc(NS(=O)(=O)c3cccs3)ccc2O[C@@H]1CN(C)S(C)(=O)=O	-9.6
C[C@H]1CN([C@@H](C)CO)C(=O)CCCn2cc(nn2)CO[C@@H]1CN(C)C(=O)NC1CCCCC1	2.4
O=C(O)c1cccc(N2C(=O)CSC2c2ccccc2)c1 (centres undefined)	-13.4
Oc1cc2c(cc1O)C(c1ccccc1)CNCC2 (centres undefined)	-9.7
C[C@H](CO)N1C[C@H](C)[C@H](CN(C)C(=O)Nc2ccc3c(c2)OCO3)Oc2c(NS(=O)(=O)c3ccccc3)cccc2C1=O	99.7*
C[C@H]1CN([C@@H](C)CO)C(=O)Cc2cc(NC(=O)Nc3ccc4c(c3)OCO4)ccc2O[C@H]1CN(C)C(=O)Nc1ccccc1	-7.6
C[C@@H]1CN([C@@H](C)CO)C(=O)c2cc(NC(=O)Nc3ccccc3)ccc2O[C@@H]1CN(C)CC1CCCCC1	11.6

The final 2 entries of the part before come first, to join the parts:
SMILES	U2OS ROS induce
C[C@H]1CN([C@@H](C)CO)C(=O)Cc2cc(NC(=O)Nc3ccc4c(c3)OCO4)ccc2O[C@H]1CN(C)C(=O)Nc1ccccc1	-7.6
C[C@@H]1CN([C@@H](C)CO)C(=O)c2cc(NC(=O)Nc3ccccc3)ccc2O[C@@H]1CN(C)CC1CCCCC1	11.6
O=C(Nc1sc2c(c1C(=O)NCC1CCCO1)CCC2)c1sc2ccccc2c1Cl (centres undefined)	1.7
C[C@@H]1CN([C@@H](C)CO)C(=O)c2cccc(NC(=O)NC3CCCCC3)c2O[C@H]1CN(C)S(=O)(=O)c1cn(C)cn1	-1.0
C[C@@H]1CCCCO[C@@H](CN(C)C(=O)C2CCCCC2)[C@@H](C)CN([C@H](C)CO)C(=O)c2cc(NC(=O)NC3CCCCC3)ccc2O1	12.4
CC(C)NC(=O)Nc1cccc2c1O[C@@H](CN(C)C(=O)Nc1ccc3c(c1)OCO3)[C@H](C)CN([C@H](C)CO)C2=O	-7.8
Cc1noc(C)c1S(=O)(=O)N(C)C[C@@H]1Oc2ccc(NC(=O)Cc3ccccc3)cc2CC(=O)N([C@H](C)CO)C[C@@H]1C	19.9
Cc1ccc(S(=O)(=O)Nc2cccc3c2O[C@H](CN(C)Cc2ccc4c(c2)OCO4)[C@H](C)CN([C@H](C)CO)C3=O)cc1	-8.2
CC1(C)CC(=O)C2=C(C1)Oc1ccccc1C2CC(=O)c1cccs1 (centres undefined)	0.1
C[C@H]1CN([C@@H](C)CO)C(=O)Cc2cc(NS(=O)(=O)c3cn(C)cn3)ccc2O[C@H]1CN(C)S(=O)(=O)c1cccs1	-3.0
O=C(O)c1ccccc1S(=O)c1ccc(Cl)cc1 (centres undefined)	-7.5
N#Cc1nc(-c2ccccc2)oc1NCCCN1CCOCC1	-10.3
CSc1c(-c2ccc(Cl)cc2)[nH]c2ccccc12	-34.3
S=c1[nH]nc(Cn2nnc3ccccc32)o1	6.3
O=c1oc2ccccc2n1CCn1c2ccccc2c2nc3ccccc3nc21	33.4
C[C@H](CO)N1C[C@H](C)[C@H](CN(C)S(=O)(=O)c2ccc(F)cc2)Oc2ccc(NC(=O)Cc3cn(C)c4ccccc34)cc2C1=O	-9.8
CC(C)NC(=O)Nc1ccc2c(c1)CC(=O)N([C@@H](C)CO)C[C@H](C)[C@@H](CN(C)S(=O)(=O)c1cn(C)cn1)O2	2.8
C[C@@H]1CN([C@H](C)CO)C(=O)c2cccc(NC(=O)c3nc4ccccc4s3)c2O[C@@H]1CN(C)S(=O)(=O)c1ccc(Cl)cc1	44.9
O=C(Nc1cccc(-c2nnco2)c1)c1ccc(C(F)(F)F)cc1	-3.2
COc1cc2c(cc1OC)C1C(C)C(=O)C3=C(CSCC3=O)N1CC2 (centres undefined)	1.2
Cc1ccc(S(=O)(=O)N(C)C[C@H]2Oc3c(NC(=O)Nc4ccccc4)cccc3C(=O)N([C@H](C)CO)C[C@@H]2C)cc1	29.3
O=C1Nc2ccccc2N(O)N1c1cc(-c2ccccc2Cl)no1	-25.3
c1ccc(CNc2nc3ccccc3n2CCN2CCCCC2)nc1	-1.0
COC(=O)Cc1nc(-c2ccc(F)cc2)sc1C	-6.0
